Compound activity from PubChem.
OX1R antag-1 = antagonists of human orexin 1 receptor (OX1R). Orexin/Hypocretin receptor type 1 (Homo sapiens), O43613. OX1R-expressing cells, FRET antagonist read-out. inhibition, % at 6.6 µM. 1.8% of 330,000 active. AID 485270, 2010; in the data active = inhibition mostly above about 38%, no sharp cut-off; inactive = mostly below about 40%;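 also: 0% = agonist challenge alone and 100% = reference antagonist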
Target sequence (O43613 whole entry, looked up): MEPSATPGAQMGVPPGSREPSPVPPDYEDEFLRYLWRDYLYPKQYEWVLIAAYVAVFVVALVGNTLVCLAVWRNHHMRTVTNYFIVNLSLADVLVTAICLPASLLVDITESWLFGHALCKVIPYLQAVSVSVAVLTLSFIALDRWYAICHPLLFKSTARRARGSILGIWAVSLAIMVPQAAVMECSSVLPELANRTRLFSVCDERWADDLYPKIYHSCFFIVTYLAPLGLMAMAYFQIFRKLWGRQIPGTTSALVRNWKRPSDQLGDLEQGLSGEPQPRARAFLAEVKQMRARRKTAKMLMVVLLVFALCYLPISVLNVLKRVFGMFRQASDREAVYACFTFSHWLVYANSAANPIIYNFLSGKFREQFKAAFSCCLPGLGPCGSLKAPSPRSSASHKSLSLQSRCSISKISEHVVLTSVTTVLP
OX1R antag-2 = OX1R (HCRTR1) antagonists, primary screen, fluorescence, CHO/OX1R cells, Fluo-8 calcium, orexin A | Orexin/Hypocretin receptor type 1 (Homo sapiens), O43613 | AID 434989, 2010 | inhibition, % at 5 µM | Fluo-8 calcium fluorescence | 0.43% of 330,000 active;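 active = inhibition above its plate's threshold, mean inhibition of all tested compounds on the plate plus 3 SD, cut at about 37% in these data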;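 also: 0% = orexin A challenge wells and 100% = SB-334867-A antagonist wells; not every result past the cut was called active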
The depositor's hits bear a star.

Molecule	OX1R antag-1	OX1R antag-2
O=C(NC1=NCCS1)c1cccs1	22	4
COc1cc(C(=O)N2C(=O)c3cccc(N)c3C2=O)cc(OC)c1OC	24	-13
CC(C(=O)NCc1ccccc1)n1cc([N+](=O)[O-])cn1 (centres undefined)	-7	-12
CCC1CCC(c2nnc(-c3ccc([N+](=O)[O-])cc3)o2)CC1 (centres undefined)	15	-16
CCOc1cc(S(=O)(=O)NCc2ccc(OC)cc2)c(OCC)cc1-n1cnnn1	33	-31
Cc1ccnc(NS(=O)(=O)c2ccc(Cl)nc2)c1	19	-7
COc1ccc([C@H]2CC(=O)C=C(c3cccc(OC)c3OC)C2)cc1OC	18	-5
COc1ccc(C)cc1NC(=O)c1cc2c(=O)n3ccccc3nc2n1C	16	-6
Cc1nnc(SCC(=O)Nc2cccc(S(=O)(=O)NC3=NCCCCC3)c2)n1Cc1ccccc1	4	-21
Cc1cc(Br)c(S(=O)(=O)n2nnc3ccccc32)cc1C	10	-16
O=C(Cc1cccc2ccccc12)NN1C(=O)C2C(C1=O)C1C=CC2C12CC2 (centres undefined)	9	-17
Cc1ccc(NC(=O)CSc2nc(NS(=O)(=O)c3ccc(C)cc3)cc(=O)[nH]2)cc1	9	3
CN1CCN(c2ccccc2NC(=O)c2sc3ccccc3c2Cl)CC1	2	-29
CCOC(=O)c1ccc(NC(=O)c2nc[nH]c2C(=O)N[C@@H](CC(C)C)C(=O)OC(C)(C)C)cc1	36	-32
CCNC(=O)NC(=O)C(C)OC(=O)C1CCN(S(=O)(=O)c2ccc(C)c(C)c2)CC1 (centres undefined)	21	-16
CN(C)S(=O)(=O)c1cccc(NC(=O)COC(=O)c2cccc(S(=O)(=O)N3CCc4ccccc4C3)c2)c1	14	-8
CC(C)c1ccc(NC(=O)N2CCOCC2)cc1	2	-16
CCOC(=O)C1=C(C)N(C)C(C)=C(C(=O)OCC)C1c1cccnc1	15	-29
O=C(Nc1ccc(F)cc1)c1ccc2nc[nH]c2c1	8	-11
O=C(NCc1ccc(Cl)cc1)c1cc(-c2ccco2)on1	17	-6
Cc1cc(Cl)ccc1NC(=O)CN1CCCC1	9	-14
CCn1cc(/C=N\NC(=O)Cc2ccc([N+](=O)[O-])cc2)c(C)n1	20	-1
O=C1c2cccc(Cl)c2C(=O)c2c1cccc2N1CCCC1	57	-34
COc1ccc(Cl)cc1NS(=O)(=O)c1cccc(C(=O)NCCCN2CCCC2=O)c1	28	-27
Cc1ccc(Cn2ccc(NC(=O)c3cc(-c4cccc(Cl)c4)on3)n2)cc1	12	-3

Two entries drawn at random from those above:
Molecule	OX1R antag-1	OX1R antag-2
Cc1cc(Cl)ccc1NC(=O)CN1CCCC1	9	-14
COc1ccc(C)cc1NC(=O)c1cc2c(=O)n3ccccc3nc2n1C	16	-6

Back to the main list with the 2 entries that preceded the break.
Molecule	OX1R antag-1	OX1R antag-2
COc1ccc(Cl)cc1NS(=O)(=O)c1cccc(C(=O)NCCCN2CCCC2=O)c1	28	-27
Cc1ccc(Cn2ccc(NC(=O)c3cc(-c4cccc(Cl)c4)on3)n2)cc1	12	-3
O=C(NCc1cc(C(F)(F)F)ccc1Cl)c1cccc2c1C(=O)c1ccc(Cl)cc1S2(=O)=O	6	-4
CCOc1cc(C(C(=O)NCC2CCCO2)N(C(=O)Cn2nnc3ccccc32)c2ccc(NC(C)=O)cc2)ccc1O (centres undefined)	10	-4
COc1ccc(OC)c(CCNC(=O)c2nn(C)c3c2CS(=O)(=O)c2ccccc2-3)c1	53	-22
COc1cccc(C2=NOC(C(=O)Nc3ccccc3SC)C2)c1 (centres undefined)	34	-18
Cc1c(CCC(=O)NCCCn2ccnc2)c(=O)oc2cc3occ(C(C)(C)C)c3cc12	3	-25
O=C(O)c1ccccc1NS(=O)(=O)c1ccc2c(c1)OCCO2	13	7
O=C1c2ccc(Oc3ccc4c(c3)C(=O)N(CCCO)C4=O)cc2C(=O)N1CCCO	136*	-5
CCOC(=O)c1cnc(SCc2nc(N)nc(Nc3ccc(F)cc3)n2)nc1N	61*	16
O=C(CCC(=O)NNC(=O)Nc1cccc(Cl)c1)NCc1ccccc1	9	-12
O=C(C1=C[C@@H](C2CC2)C[C@@H](OCc2ccc(CO)cc2)O1)N1CCN(Cc2ccc3c(c2)OCO3)CC1	16	-25
Cc1ccnc(NC(=O)CS(=O)(=O)c2ccccc2)c1	4	-7
COc1ccc(Cl)cc1S(=O)(=O)N1CCCC(C(=O)NCc2ccccc2)C1 (centres undefined)	10	-23
Cc1nc2ccccn2c1P(=O)(N1CCCCC1)N1CCCCC1	5	3
O=C(Nc1ccc(S(=O)(=O)N2CCCCC2)cc1)C1CCN(C(=O)c2ccco2)CC1	7	-15
Cc1noc(NS(=O)(=O)c2ccc(N3C(=O)c4ccccc4C3=O)cc2)c1C	42	-22
C/C(=C\c1ccccc1)CN1CCN(c2cccc(Cl)c2)CC1	8	-25
Cc1ccc(CNC(=O)c2cc(=O)c3cc(C)ccc3o2)cc1	-8	-2
O=C(N/N=C/c1cn(-c2ccccc2)nc1-c1cccnc1)c1ccc(F)cc1	11	-40
CN(CC(=O)N1CCc2ccccc2C1)S(=O)(=O)c1ccc2c(c1)c(=O)n(C)c(=O)n2C	7	-13
O=C(NCC(O)CO)c1csc(Nc2cccc3ccccc23)n1 (centres undefined)	-2	-24
CCc1nnc(NC(=O)CSc2nccn2-c2cccc(C)c2C)s1	10	-11
CCOc1ccc2nc(NCCO)[nH]c2c1	11	1
CCCN(CC(=O)Nc1ccc(Cl)cc1Cl)C(=O)c1ccc(=O)[nH]c1	6	-4
CN1C(=O)C(C)(C)c2cc(S(=O)(=O)NCc3ccc(C(=O)NCc4ccco4)cc3)ccc21	7	-23
Cc1cc(NC(=O)COC(=O)CCC(=O)c2ccc(F)cc2)no1	12	-14

Additional compounds
Molecule	OX1R antag-1	OX1R antag-2
Cc1ccccc1-c1noc(-c2ccc(Cl)cc2)n1	7	-12
COc1ccc2nnc(-c3ccc(C(F)(F)F)cc3)n2n1	8	-7
CC(C)CNC(=S)N1CCN(c2nc3ccccc3s2)CC1	14	11
CCN(CC)S(=O)(=O)c1ccc(N2CCOCC2)c(NC(=O)Cc2cccc3ccccc23)c1	17	-24
COc1ccc(CNC(=O)CN2CCN(c3cccc(C)c3C)CC2)cc1	2	-23
CC(=O)c1c(O)ccc2c(-c3ccccc3)cc(=O)oc12	13	9
O=C(Nc1ccc(Br)cc1)c1ccc(F)c(S(=O)(=O)NCc2cccs2)c1	94*	55*
COc1cccc(/C=N/n2c(C3CCCCC3)n[nH]c2=S)c1	1	-45
CC(=O)OCCN1C(=O)c2ccc(-c3nc4ccccc4c(=O)o3)cc2C1=O	26	-18
C[C@H]1CN=C(N(C)C)N1CCCC1CCCC1	18	-13
COC(=O)Nc1ccc(C)c(NC(=O)OC)c1	3	-10
CC(C)OC(=O)c1ccc(NC(=O)Cn2c(-c3nonc3N)nc3ccccc32)cc1	17	-29
COc1ccc(N(CC(O)Cn2c(C)nc3ccccc32)S(=O)(=O)c2ccccc2)cc1 (centres undefined)	14	-19
CCC(C)C(=O)Nc1ccc(OC)cc1[N+](=O)[O-] (centres undefined)	40	11
COc1cccc(N2C(=O)[C@H]3C(C(=O)c4cnccn4)=NN[C@H]3C2=O)c1	8	2
O=C(c1ccc(C(F)(F)F)cc1)C1CCCN(C(=O)CCc2ccncc2)C1 (centres undefined)	10	-13
CCOC(=O)C1CCN(c2c(NCCCN(C)C3CCCCC3)c(=O)c2=O)CC1	7	-13
CCc1nnc(NS(=O)(=O)c2ccc(N/C=C\C(=O)c3ccc(F)cc3)cc2)s1	20	-19
CCCCn1c(CCCNC(=O)c2ccco2)nc2ccccc21	33	-20
O=C(COc1cc2oc(=O)c3c(c2cc1Cl)CCCC3)NCc1cccnc1	12	-23
CN(CCOc1ccc(Cl)cc1)C(=O)c1cc([N+](=O)[O-])ccc1N1CCOCC1	11	-28
Cc1ccc(NC(=O)COC(=O)Cn2cnc3ccccc32)c([N+](=O)[O-])c1	74*	20
COC(=O)C1=C(N)Oc2c(oc(CO)cc2=O)C1c1ccc(F)cc1 (centres undefined)	4	-4
CN(C)S(=O)(=O)c1ccc(NC(=O)CCNC(=O)c2ccc([N+](=O)[O-])cc2)cc1	21	-24
CN(C)c1ccc(CN(C(=O)/C=C/c2ccco2)C2CCS(=O)(=O)C2)cc1 (centres undefined)	3	-5

Compound profiles, as listed above.
`O=C1c2cccc(Cl)c2C(=O)c2c1cccc2N1CCCC1` is listed as OX1R antag-1: 57; OX1R antag-2: -34
`COc1cc(C(=O)N2C(=O)c3cccc(N)c3C2=O)cc(OC)c1OC` is listed as OX1R antag-1: 24; OX1R antag-2: -13
`CCc1nnc(NC(=O)CSc2nccn2-c2cccc(C)c2C)s1` is listed as OX1R antag-1: 10; OX1R antag-2: -11

Following part.
SMILES	OX1R antag-1	OX1R antag-2
Cc1cc(O)cc(O)c1C(=O)Cc1cnn(-c2ccccc2)c1	9	6
Cc1cc(Cl)ccc1NC(=S)NCc1ccc(S(N)(=O)=O)cc1	13	1
CCCCC(=O)Nc1cccc(NC(=S)NC(=O)C(C)C)c1	13	-16
C=CCNC(=O)c1cc2c(=O)n3cccc(C)c3nc2s1	14	-10
COc1ccc(OCc2n[nH]c(=S)o2)cc1	3	-6
CCCN1CCN(C2CCCCC2NS(=O)(=O)c2ccccc2)CC1 (centres undefined)	14	-5
CC(=O)Nc1ccc(-n2cnnn2)cc1	11	-3
O=C(Cc1n[nH]c(=O)c2ccccc12)N/N=C/c1cc2c(cc1Cl)OCO2	9	-21
O=C(c1cccc(S(=O)(=O)NCc2ccccc2)c1)N1CCN(c2ccc(F)cc2)CC1	3	9
CC(C)(C)OC(=O)NCCCCCNC(=O)c1[nH]cnc1C(=O)N[C@@H](Cc1ccccc1)C(=O)OC(C)(C)C	3	41

(more compounds)
SMILES	OX1R antag-1	OX1R antag-2
CC(C)CCN1C(=O)CCC1(C)C(=O)NC1CCCCCC1 (centres undefined)	-2	-14
Cc1ccc2c(Cl)c(C(=O)Nc3ccc4c(c3)OCO4)sc2c1	7	-15
O=C(NCC(c1ccc(F)cc1)N1CCOCC1)c1ccc(-c2ccccc2)cc1 (centres undefined)	4	-24
CNC(=S)Nc1cc(S(=O)(=O)Nc2cc(Cl)ccc2Cl)ccc1N1CCCC1	-4	-13
O=c1c2c3c(sc2n(CCN2CCOCC2)c(=O)n1Cc1ccco1)CCCCC3	11	-16
COc1ccc(CN(C(=O)CCC(=O)Nc2cc(C)on2)C(C(=O)NC(C)(C)C)c2cccc(OC)c2OC)cc1 (centres undefined)	17	-31
CSc1ccc(C(=O)C2CCCN(C(=O)c3cccc(N4CCOCC4)c3)C2)cc1 (centres undefined)	7	-38
COc1ccccc1OCCOc1ccc(/C=N/n2cnnc2)cc1	21	-10
COc1ccc2c(c1)cc1n2CCN=C1N	11	3
OC1(c2ccccn2)COc2ccccc2O1 (centres undefined)	12	-9

(further entries)
SMILES	OX1R antag-1	OX1R antag-2
COc1cccc(CC(=O)Nc2nc(-c3ccc(F)c(F)c3)cs2)c1	8	-20
Cc1ccnc(Nc2nc3ccccc3o2)n1	9	-6
Cc1cccc(CCNC(=O)C2CCCN(S(=O)(=O)c3cccc4nsnc34)C2)c1 (centres undefined)	33	-32
CCOC(=O)c1cn(CC(=O)Nc2ccc(OC)cc2OC)nn1	2	-21
COc1ccccc1-c1nc2n(n1)C(c1ccc(Cl)cc1)C(C(N)=O)=C(C)N2 (centres undefined)	6	-27
O=C(COC(=O)CNC(=O)C1CCCCC1)NCc1ccc(Cl)cc1	13	4
C=CC[N+]1(CC#CCOC(c2ccccc2)c2ccccc2)CCOCC1	6	-13
Cc1ccc(SC(=O)COc2ccc(C)c(C)c2)cc1	-2	0
O=C(CCN1C(=O)CSc2ccccc21)Nc1ccc(C(F)(F)F)cc1	6	25
O=C(c1ccc(F)cc1)C1CCN(C(=S)Nc2ccccc2Cl)CC1	20	-24

Entries listed so far containing a tert-butyl group, in the order listed:
SMILES	OX1R antag-1	OX1R antag-2
CCOC(=O)c1ccc(NC(=O)c2nc[nH]c2C(=O)N[C@@H](CC(C)C)C(=O)OC(C)(C)C)cc1	36	-32
Cc1c(CCC(=O)NCCCn2ccnc2)c(=O)oc2cc3occ(C(C)(C)C)c3cc12	3	-25
CC(C)(C)OC(=O)NCCCCCNC(=O)c1[nH]cnc1C(=O)N[C@@H](Cc1ccccc1)C(=O)OC(C)(C)C	3	41
COc1ccc(CN(C(=O)CCC(=O)Nc2cc(C)on2)C(C(=O)NC(C)(C)C)c2cccc(OC)c2OC)cc1 (centres undefined)	17	-31

Further structures.
SMILES	OX1R antag-1	OX1R antag-2
N#C/C(N=Nc1ccccc1O)=N\Nc1ccccc1O	22	12
CC(C)Cc1nnc(NC(=O)CCC(=O)N2CCN(Cc3ccc(F)cc3)CC2)s1	-1	-23
Cc1ccc(C)c(OCC(=O)NNC(=O)CCN2CCN(c3ccccc3)CC2)c1	3	-29
COc1ccc(C(C)NC(=O)C2C(=O)NC3(C)CC2c2ccccc2O3)cc1 (centres undefined)	8	-26
O=C(Nc1ccc2c(c1)OCO2)c1cc(-c2ccc(O)cc2)on1	18	-13
COc1cccc(OCC(=O)Nc2ccccc2C(=O)Nc2ccc(C(=O)O)cc2)c1	13	-4
CC(=O)c1cc2c(cc1NC(=O)c1ccc(Cl)cc1)OCCO2	1	-8
CCNC(=O)c1ccccc1-c1nc(-c2ccccc2OC)no1	-5	-17
